# High-throughput results (PubChem)
# PAX8 reporter – inhibitors of PAX8-driven TPO luciferase reporter, primary screen, RMG-I cells, single concentration. AID 652154, 2013. inhibition, % at 12.6 µM. SteadyGlo, 24 h. 360,000 tested, 1.2% active;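 active = mean replicate inhibition at least 60% with every replicate also reaching 60%; inconclusive = only one of the two criteria is met; inactive = mean below 60% and not all replicates reaching 60%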;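 also: luciferase light reporting Pax8 driven TPO promoter activity; plate controls were median of neutral control wells for no effect and mitoxantrone controls for full effect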
# SIRT5 inh – SIRT5 desuccinylase inhibitors, primary screen, biochemical, fluorescence imaging, single point, set 5. NAD-dependent protein deacylase sirtuin-5, mitochondrial (Homo sapiens), Q9NXA8. Purified SirT5, succinyl-peptide AMC, trypsin-coupled fluorescence. inhibition, % at 15 µM. 330,000 tested, 1.1% active; in the data active = inhibition above about 15%; inconclusive = no clear call, values can overlap the other calls
# Target sequence (Q9NXA8 whole entry, looked up): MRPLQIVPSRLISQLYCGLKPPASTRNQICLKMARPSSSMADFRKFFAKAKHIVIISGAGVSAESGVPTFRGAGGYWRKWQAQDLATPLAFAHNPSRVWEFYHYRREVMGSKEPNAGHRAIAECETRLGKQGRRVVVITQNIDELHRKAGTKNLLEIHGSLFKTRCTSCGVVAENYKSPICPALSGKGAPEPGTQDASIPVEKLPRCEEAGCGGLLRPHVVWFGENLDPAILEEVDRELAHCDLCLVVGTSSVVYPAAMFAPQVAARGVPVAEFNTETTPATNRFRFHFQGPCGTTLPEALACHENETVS
# DENV2 CPE – inhibitors of DENV2 cytopathic effect, primary screen, cell-based, plate reader, single concentration; DENV2-infected cells, cytopathic effect rescue; AID 651640, 2012; CPE inhibition, % at 9.99 µM; 350,000 tested, 1.7% active; in the data active = CPE inhibition above about 20%, passing the limit was not always enough; inconclusive = no clear call, values can overlap the other calls; tested in BHK-21 cells;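 also: 0% = median of neutral control wells and 100% = median of positive control wells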
# CASP6 VEID inh – human caspase-6 inhibitors, primary screen, biochemical, VEID-R110 fluorescence, single point, set 2; P55212; purified caspase-6, Z-VEID-R110 cleavage fluorescence; inhibition, % at 12.5 µM; 350,000 tested, 0.53% active;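 active = mean inhibition across replicates at least about 35%, with every replicate also reaching that limit, limit read from the data; inconclusive = only one of the two criteria met; inactive = neither criterion met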;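 also: 0% = median of neutral control wells and 100% = no fluorescence left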
# Target sequence (P55212 24-179 limits assumed): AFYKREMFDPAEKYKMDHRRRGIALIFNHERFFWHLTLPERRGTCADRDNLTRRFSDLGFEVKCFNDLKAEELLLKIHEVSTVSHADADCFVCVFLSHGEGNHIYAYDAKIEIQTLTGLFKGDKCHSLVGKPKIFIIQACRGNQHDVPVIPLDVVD
# Target sequence (P55212 194-293 limits assumed): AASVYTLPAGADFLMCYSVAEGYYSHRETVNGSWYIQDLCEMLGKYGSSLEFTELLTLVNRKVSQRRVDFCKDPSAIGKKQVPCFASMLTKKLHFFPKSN
# LGR2 antag – inhibitors of bursicon-induced LGR2 CRE-luciferase signal, primary screen, cell-based, HEK293, CRE-luciferase reporter, bursicon stimulation | inhibition, % at 9.99 µM | bursicon-stimulated, 4 h | 380,000 tested, 0.35% active | Drosophila bursicon receptor LGR2 (rickets);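 active = drop in luminescence signal, shown as inhibition above about 50% in the replicate tests, limit read from the data, passing the limit was not always enough; inconclusive = probably only some replicates passing the limit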;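 also: agonist challenge used bursicon conditioned medium at about half maximal strength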
# EWS-Fli block – EWS/Fli-driven NR0B1 reporter inhibitors, primary screen, A673 cells, NR0B1 luciferase, luminescence, MLPCN library | viability-normalised | inhibition, % at 12.6 µM | 350,000 tested, 0.67% active;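 active = mean inhibition of at least 50% after viability correction, with every replicate also passing that limit; inconclusive = mean reaches 50% but only one of two replicates passes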;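 also: firefly luciferase signal divided by Alamar Blue viability fluorescence both relative to DMSO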
# ARNT TACC3 PPI – disruptors of ARNT/TACC3 protein interaction, primary screen, biochemical, AlphaScreen, single concentration; Transforming acidic coiled-coil-containing protein 3 (Homo sapiens), Q9Y6A5; AlphaScreen His-ARNT PAS-B/GST-TACC3 binding, luminescence; TACC3 fragment carries E629A point mutation; inhibition, % at 9.99 µM; 390,000 tested, 0.66% active;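 active = mean inhibition of replicates at least 50% and at least half of replicates each reaching 50%; inconclusive = half or more replicates reach 50% but mean below 50%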;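 also: 0% = complete ARNT plus TACC3 wells and 100% = ARNT alone without TACC3; many hits fall short of the cut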
# An asterisk follows results filed as active; ? = inconclusive; . = no result given; & = joins results of further samples.
SMILES,PAX8 reporter,SIRT5 inh,DENV2 CPE,CASP6 VEID inh,LGR2 antag,EWS-Fli block,ARNT TACC3 PPI
O=C(CN1CCCCC1)Nc1ccc(S(=O)(=O)c2ccc(NC(=O)CN3CCCCC3)cc2)cc1,4,.,2,1,32,7,4
NC(=O)N1N=C2/C(=C/c3ccccc3)CCCC2C1c1ccccc1 (stereo unspecified),32,3,0,5,34,12,4
C[C@@H]1CN([C@@H](C)CO)C(=O)c2cc(NS(=O)(=O)c3cn(C)cn3)ccc2O[C@@H](C)CCCCO[C@H]1CN(C)C(=O)CCC(F)(F)F,-3,-1,7,-1,-25,-8,-12
CC(C)(C)C(=O)Nc1cc2c3c(c1)CC(=O)N3CCC2,6,-2,-2,0,10,4,-14
C[C@H]1CN([C@@H](C)CO)S(=O)(=O)c2ccc(C#Cc3ccncc3)cc2O[C@@H]1CN(C)S(=O)(=O)c1ccccc1,.,8,1,1,11,53*,10
CO[C@@H]1CN(C)C(=O)c2cc(NC(=O)C3CCCCC3)ccc2OC[C@H](C)N(C)C[C@H]1C,-18,-4,13,2,-12,1,-16
C=CCn1c(SCC(=O)N2CCN(c3ccc(F)cc3)CC2)nnc1-c1ccco1,-2,1,?,-1,14,9,-3
COc1cccc(-c2cc(C(=O)NC3CCCC3)c3ccccc3n2)c1,12,6,-1,2,-17,-12,.
CCC(=O)N(C)C[C@H]1Oc2ncc(C#C[C@@H](C)O)cc2C(=O)N([C@H](C)CO)C[C@H]1C,-24,-2,5,3,-9,-5,-9
C=CCSc1nc2c(c(=O)[nH]c(=O)n2C)n1Cc1ccccc1,4,-2,4,0,-16,14,-5
O=C(CSc1ncn[nH]1)Nc1ccnc2ccccc12,-7,1,-6,-3,-1,-6,-6
O=C(C[C@H]1C[C@@H]2c3cc(NC(=O)C4CCC4)ccc3O[C@@H]2[C@@H](CO)O1)NCCN1CCCCC1,-14,13,2,-3,5,-13,-8
C(=N\NCc1ccccc1)/c1ccc2nccnc2c1,-57,0,?,0,-24,-74,.
CCCC#Cc1ccc2c(c1)O[C@@H](CN(C)C)[C@@H](C)CN([C@@H](C)CO)S2(=O)=O,-14,-2,-6,-4,1,6,-2
O=C(NNc1ccccc1)c1ccccc1,-3,.,7,-1,-17,-2,-2

# Single records, as listed above:
# NC(=O)N1N=C2/C(=C/c3ccccc3)CCCC2C1c1ccccc1 (stereo unspecified) is listed with PAX8 reporter: 32; SIRT5 inh: 3; DENV2 CPE: 0; CASP6 VEID inh: 5; LGR2 antag: 34; EWS-Fli block: 12; ARNT TACC3 PPI: 4
# C[C@H]1CN([C@@H](C)CO)S(=O)(=O)c2ccc(C#Cc3ccncc3)cc2O[C@@H]1CN(C)S(=O)(=O)c1ccccc1 is listed with PAX8 reporter: .; SIRT5 inh: 8; DENV2 CPE: 1; CASP6 VEID inh: 1; LGR2 antag: 11; EWS-Fli block: 53*; ARNT TACC3 PPI: 10

# The listing continues.
SMILES,PAX8 reporter,SIRT5 inh,DENV2 CPE,CASP6 VEID inh,LGR2 antag,EWS-Fli block,ARNT TACC3 PPI
O=C(C[C@@H]1CC[C@H]2[C@@H](COC[C@@H](O)CN2Cc2ccc(Cl)cc2)O1)NCc1ccccc1Cl,-9,4,-5,-1,-3,4,6
CCC(C)N(C(=O)COC(=O)CSc1ccc(C)c(C)c1)C1CCS(=O)(=O)C1 (stereo unspecified),14,-1,1,-134,-6,7,2
CC(C)(C)NC(=O)CN(Cc1cccs1)C(=O)CCN1CCc2ccccc21,31,-2,-2,-2,0,-2,2
C[C@@H]1CCCCO[C@H](CN(C)Cc2ccc3c(c2)OCO3)[C@@H](C)CN([C@@H](C)CO)C(=O)c2cc(NS(=O)(=O)c3ccc(Cl)cc3)ccc2O1,114*,5,-4,0,32,?,12
Cc1c(NC(=O)CN2C(=O)NC(C)(c3ccccc3)C2=O)c(=O)n(-c2ccccc2)n1C (stereo unspecified),6,-5,-3,-4,6,9,-4
CCOC(=O)c1csc(NC(=O)c2cccs2)n1,-167,-1,8,0,-60,-77,0
CCc1ccc(/C=C2\Oc3cc(OC(=O)N4CCOCC4)ccc3C2=O)cc1,-11,.,.,.,16,.,9
COc1cccc(C2NC(=S)NC(C)=C2C(=O)c2ccccc2)c1OC (stereo unspecified),34,1,4,-1,35,?,3
Oc1ccccc1/C=N/Nc1nc2ccccc2o1,-10,-1,2,-2,-59,-51,8
COc1cccc(NC(=O)Nc2ccc3c(c2)C(=O)N(C)[C@H]2CC[C@H](CC(=O)O)O[C@H]2CO3)c1,-32,.,-4,.,-17,1,-3
CCC(=O)N1C[C@@H](C)[C@@H](OC)CN(C)C(=O)c2cc(NC(=O)NC(C)C)ccc2OC[C@H]1C,.,-3,-2,0,-3,-4,-4
CC(=O)c1ccc(NC(=O)CN2C(=O)COc3ccc(Cl)cc32)cc1,1,.,-8,2,-2,-6,.
CC1CN(CC(=O)Nc2cc(S(=O)(=O)N3CCCC3)ccc2Cl)CC(C)O1 (stereo unspecified),-1,.,-2,8,6,10,-3
C[C@H](CO)N1C[C@H](C)[C@H](CN(C)Cc2ccc3c(c2)OCO3)Oc2ccc(NC(=O)Cn3cnnn3)cc2C1=O,.,3,-7,-3,-16,-52,4
C[C@@H]1CCCCO[C@@H](CN(C)S(=O)(=O)c2ccc(Cl)cc2)[C@@H](C)CN([C@H](C)CO)C(=O)c2cc(NC(=O)c3ccccc3)ccc2O1,-16,5,3,-1,14,7,8
C[C@@H]1CCCCO[C@@H](CN(C)S(=O)(=O)c2ccc(Cl)cc2)[C@@H](C)CN([C@@H](C)CO)C(=O)c2cc(NC(=O)c3ccncc3)ccc2O1,-4,5,?,2,-24,4,8
Cc1ccc(S(=O)(=O)Nc2cccc(C(=O)NCCCn3ccnc3)c2)cc1F,-5,-1,54*,-1,-12,-5,10
COc1cccc(CN2CCNC(=O)C2CC(=O)N(C)C2CCCCC2)c1OC (stereo unspecified),-8,1,-3,2,13,-6,8
C[C@@H](NC(=O)C[C@H]1C[C@H]2c3cc(NC(=O)NC4CCCC4)ccc3O[C@H]2[C@@H](CO)O1)c1ccccc1,-4,0,7,2,-6,3,-23
C[C@@H]1CN([C@H](C)CO)C(=O)c2cccc(NC(=O)Nc3ccc4c(c3)OCO4)c2O[C@H]1CN(C)S(=O)(=O)c1ccc(F)cc1,-12,-7,-5,-1,6,-10,-2
CCN(CC)C(=O)[C@H]1CC(CC(=O)NCCC2=CCCCC2)C(=O)N2CCc3c([nH]c4ccc(OC)cc34)[C@]12C (stereo partly specified),16,0,5,1,4,8,2
CO[C@H]1CN(C)C(=O)c2cc(NC(=O)CC(F)(F)F)ccc2OC[C@H](C)N(C(=O)C2CCCCC2)C[C@@H]1C,-10,-1,-2,3,40,.,.
C[C@@H]1CN([C@H](C)CO)C(=O)c2cc(NC(=O)c3ccccc3)ccc2O[C@@H](C)CCCCO[C@H]1CN(C)Cc1ccncc1,2,4,-2,-2,-4,-6,1
Cc1ccc(C)c(N2CCN(C(=O)c3ccc4nc(N5CCOCC5)sc4c3)CC2)c1,-30,6,7,-1,7,4,5
CCCNC(=O)N(C)C[C@H]1Oc2cc(-c3cccnc3)ccc2S(=O)(=O)N([C@H](C)CO)C[C@@H]1C,.,-2,1,1,2,-2,2
CCC(=O)NC(=S)Nc1ccc(NC(=O)c2ccc(Br)o2)cc1,-47,-4,-2,0,-4,-14,3
CN(C)C(=O)c1cccc(-c2ccc([C@H]3[C@H]4CN(C(=O)C5CCC5)CC(=O)N4[C@H]3CO)cc2)c1,.,-4,-6,0,-8,9,.
O=C1CCC(C(=O)N(CCO)Cc2ccccc2)CN1CCCN1CCOCC1 (stereo unspecified),4,-2,-4,-3,13,-7,-5
Cc1onc(-c2ccccc2)c1C(=O)N1CCc2ccccc21,.,2,2,-1,-1,11,-30
O=C(COC(=O)c1ccccc1OCc1ccc(Cl)cc1)NCC1CCCO1 (stereo unspecified),0,.,3,1,-13,8,0
CO[C@H]1CN(C)C(=O)c2ccc(NC(=O)C3CC3)cc2OC[C@H](C)N(C(=O)CN(C)C)C[C@H]1C,-8,-1,2,0,24,0,-4
CS(=O)(=O)N1CCN(c2cnn(-c3ccccc3)c(=O)c2Cl)CC1,4,-1,3,.,-7,-17,-3
COCCNC(=O)C[C@@H]1CC[C@@H]2[C@H](COc3ccc(NC(C)=O)cc3C(=O)N2C)O1,-7,.,18,.,1,2,-2
COc1ccccc1Nc1nc(N)nc(CN2CCOCC2)n1,16,0,7,-3,-4,-7,36
CCOc1cccc(C2C(C(=O)c3cccs3)=C(O)C(=O)N2Cc2cccnc2)c1 (stereo unspecified),-6,4,12,4,2,5,8
COc1ccccc1-c1cnc2c(c1)C(=O)N([C@H](C)CO)C[C@@H](C)[C@H](CN(C)CC1CCOCC1)O2,9,-5,1,-6,-14,-6,-5
O=C(NC(Cc1ccccc1)C(=O)O)/C(=C\c1ccccc1)NC(=O)c1ccco1 (stereo unspecified),6,3,-1,1,6,-2,-6
COc1ccc(NC(=O)CN2C(=O)/C(=C3\SC(=S)N(C4CCS(=O)(=O)C4)C3=O)c3ccccc32)cc1 (stereo unspecified),0,1,?,-2,31,12,.
COc1ccccc1-n1c(SCC(=O)N2CCc3ccccc32)nc2c(c1=O)SCC2,3,-1,8,-1,-11,-9,-1
Cc1ccc(S(=O)(=O)N2N=C3CCCCC3C2(O)C(F)(F)F)cc1 (stereo unspecified),18,1,1,2,-2,-5,-23
O=C(Nc1ccc(C(=O)O)cc1)/C(=C\c1ccc2c(c1)OCO2)NC(=O)c1ccccc1,-19,.,-1,1,-3,0,.
COCCCNC(=O)c1sc2ncn(CC(=O)Nc3ccc(C)c(Cl)c3)c(=O)c2c1C,15,-1,4,-2,9,3,3
Cc1cc(-c2ccccc2)cc(-c2ccccc2)[n+]1C,3,1,-2,-3,.,1,2
Cc1cc(C)c(C(=O)CSc2n[nH]c(-c3ccncc3)n2)c(C)c1,-1,1,.,1,25,14,-1
CCCN(C)C[C@@H]1OCCCC[C@@H](C)Oc2ccc(NC(=O)Nc3ccc(F)cc3)cc2C(=O)N([C@H](C)CO)C[C@@H]1C,-3,1,-9,0,-2,-10,-16
C[C@@H]1CN([C@@H](C)CO)C(=O)Cc2cc(NC(=O)Cc3ccccc3)ccc2O[C@@H]1CN(C)C(=O)Nc1ccccc1,-3,6,-9,-1,-20,1,0
O=C(NCc1ccccn1)c1cc(-c2ccc(Cl)cc2)oc1C(F)(F)F,12,-2,2,3,0,-1,.
Cc1ccc(C(=O)OCC(=O)NCc2cccs2)cc1S(=O)(=O)N1CCOCC1,8,-5,0,0,5,-23,-18
COc1ccc(NC(=O)Nc2ccc3c(c2)C(=O)N([C@H](C)CO)C[C@H](C)[C@@H](CN(C)S(=O)(=O)c2cccs2)O3)cc1,6,8,4&14,-4&1,-3&-25,-1&14,8&-1
C[C@H]1CCCCO[C@@H](CN(C)C)[C@@H](C)CN([C@@H](C)CO)C(=O)c2cc(NC(=O)c3ccncc3)ccc2O1,-14,0,12,0,14,-4,-1
COc1cc(C)nc(N2CCC(C(=O)NCC3CCCO3)CC2)n1 (stereo unspecified),4,-3,44*,0,-4,-1,1
C[C@H](NC(=O)C[C@H]1CC[C@@H]2[C@H](COC[C@H](O)CN2C(=O)Nc2cc(Cl)cc(Cl)c2)O1)c1ccccc1,-19,-1,-8,1,-9,5,5
C/C=C/c1ccc([C@@H]2[C@H](CO)N[C@H]2CNC(=O)c2ccccc2F)cc1,-8,.,.,.,-6,-1,-3
CN1[C@@H]2c3ccc(C4=CCCCC4)c(=O)n3C[C@H]1[C@H](CO)[C@H]2C(=O)N1CCCCC1,.,-18,1,-1,-7,16,-6
